SNCA viab count: counter-screen for SNCA expression inhibitors: cell viability; HEK-293-SNCA-luc viability, GF-AFC fluorescence, 24 h; Potency, µM (highest dose often 57.1 µM), for inactives: top-dose activity change, negative = cytotoxicity, hits mostly cytotoxic; 150,000 compounds, 0.12% hits;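 further: potency means the concentration at half of the fitted maximal effect; 0% = DMSO-treated cells and -100% = medium-only wells without cells; nearly all actives have a fitted effect of over 30% in size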
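HEK-293-SNCA-luc cells (1500/well) plated 24 h, then exposed 24 h to a dilution series; GF-AFC added 30 min at 37C, fluorescence 405/540 nm; normalised to medium-only and DMSO wells, Hill fit.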
FLuc inh: inhibitors of firefly (Photinus pyralis) luciferase; AID 1347043; P08659; 76,000 compounds, 2.5% hits; Potency, µM (doses to about 115 µM), for inactives: at the top dose activity change, negative = inhibition, most hits filed as inhibitors; purified P. pyralis luciferase, luminescence, biochemical; further: potency means the concentration at half of the fitted maximal effect; nearly all actives have a fitted effect of over 65% in size
Target sequence (P08659 whole entry, looked up): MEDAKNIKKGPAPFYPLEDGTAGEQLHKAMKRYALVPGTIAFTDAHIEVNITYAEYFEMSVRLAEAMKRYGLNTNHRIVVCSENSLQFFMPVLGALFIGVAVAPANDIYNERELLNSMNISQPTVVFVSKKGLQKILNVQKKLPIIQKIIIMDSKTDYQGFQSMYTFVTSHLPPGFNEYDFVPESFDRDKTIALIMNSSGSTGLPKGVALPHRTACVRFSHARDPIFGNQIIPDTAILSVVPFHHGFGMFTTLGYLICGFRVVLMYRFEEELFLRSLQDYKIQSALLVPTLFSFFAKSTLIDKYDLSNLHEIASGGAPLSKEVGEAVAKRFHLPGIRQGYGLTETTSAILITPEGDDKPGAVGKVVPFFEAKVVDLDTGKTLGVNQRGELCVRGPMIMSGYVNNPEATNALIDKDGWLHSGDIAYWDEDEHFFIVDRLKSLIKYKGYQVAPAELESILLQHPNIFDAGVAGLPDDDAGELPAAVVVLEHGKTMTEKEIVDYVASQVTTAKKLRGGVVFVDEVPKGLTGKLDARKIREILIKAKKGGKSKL
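Purified P. pyralis luciferase (10nM final) in 50mM Tris acetate pH 7.5, 10mM Mg acetate, 0.01% Tween-20, 0.05% BSA with 10uM D-luciferin and 10uM ATP. Compounds titrated qHTS. Luminescence imaged on CCD.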
IP6K1 inh: inhibitors of human IP6K1 | Q92551 | IP6K1 kinase, ADP-Glo luminescence, 2 h; active compounds read low | activity change, % (series mostly up to about 58 µM) | 140,000 compounds, 0.81% hits; in the data active means activity change below about -25%
Target sequence (Q92551 whole entry, looked up): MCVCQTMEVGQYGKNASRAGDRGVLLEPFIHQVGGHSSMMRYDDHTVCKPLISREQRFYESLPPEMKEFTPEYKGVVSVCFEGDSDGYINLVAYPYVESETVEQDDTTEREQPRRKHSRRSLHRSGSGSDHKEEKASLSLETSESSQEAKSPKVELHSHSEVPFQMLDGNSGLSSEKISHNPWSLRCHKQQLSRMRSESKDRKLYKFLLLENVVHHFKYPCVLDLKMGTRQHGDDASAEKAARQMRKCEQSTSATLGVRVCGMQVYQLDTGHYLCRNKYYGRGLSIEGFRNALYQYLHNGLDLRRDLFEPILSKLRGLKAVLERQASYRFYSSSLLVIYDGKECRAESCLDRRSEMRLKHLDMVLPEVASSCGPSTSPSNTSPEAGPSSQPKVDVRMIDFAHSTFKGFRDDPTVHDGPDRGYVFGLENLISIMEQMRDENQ
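ADP-Glo luminescence measures ADP made by human IP6K1 during a 2 h RT reaction with ATP/IP6 (mix at 1.3 mM/130 uM); top library doses 57.5 and 19.1 uM final.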
SNCA expr inh: reduces expression of the alpha-synuclein gene; HEK-293 SNCA-luciferase knock-in, luminescence, 24 h; Potency, µM (series often up to 57.2 µM), without a hit: top-dose activity change, negative = inhibition, actives largely listed as inhibitors; 140,000 compounds, 0.17% hits; AID 1671194;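 further: potency means the concentration at half of the fitted maximal effect; plate controls were DMSO cells for no effect and cell-free wells for full effect; nearly all actives have a fitted effect of over 45% in size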
GPT2 inhibitor: blocks human glutamate pyruvate transaminase 2 | Recombinant GPT2, coupled pyruvate oxidase/HRP Amplex Red fluorescence | Q8TD30 | AID 1671188 | 100,000 compounds, 0.25% hits | Potency, µM (doses to about 57.7 µM), inactives show top-dose activity change, negative = inhibition, usual class: inhibitors; further: potency means the concentration at half of the fitted maximal effect; nearly all actives have a fitted effect of over 60% in size; many of its hits are not listed in these tables
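Fluorescence of coupled pyruvate oxidase/HRP/Amplex Red system (50uM Amplex, 30 min, dark) reports pyruvate formed by GPT2. Enzyme reaction: 10ng/uL GPT2, 2mM L-alanine, 250uM a-KG, 30 min room temperature, pH 7.5; 50uM AOA control.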
HEK cytotox: kills HEK 293 cells; HEK 293 viability, ATP luminescence (CellTiter-Glo), 48-72 h; Potency, µM (series often up to 115 µM), inactives show at the top dose activity change, negative = cytotoxicity, hits mostly inhibitors; 94,000 compounds, 6.6% hits; further: potency means the concentration at half of the fitted maximal effect; nearly all actives have a fitted effect of over 60% in size
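Luminescence from cellular ATP, measured with CellTiter-Glo, indicates HEK 293 viability. Cells plated at 250 cells/well are treated with compound for 48 or 72 hr at 37 degree Celsius before reagent addition.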
3T3 cytotox: NIH 3T3 cell cytotoxicity; NIH 3T3 viability, CellTiter-Glo ATP luminescence, 48-72 h; Potency, µM (series often up to 96.7 µM), for the others: at the highest dose activity change, negative = cytotoxicity, hits mostly inhibitors; AID 1345082; 94,000 compounds, 4.3% hits; further: potency means the concentration at half of the fitted maximal effect; nearly all actives have a fitted effect of over 55% in size
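Mouse fibroblast NIH 3T3 cells, 400 per well, received compound via pintool and were incubated for 48 or 72 hr prior to CellTiter-Glo ATP luminescence measurement.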
Active calls of the source: *; [ ] = remark or other dose. Unless noted, the call rests on the fitted dose curve; in most records, active means well fitted curve in the direction sought with a large enough effect; inconclusive means small, poorly fitted or top-dose-only effect, or another doubt; inactive means no such curve, though single readings can be large; an effect the other way counts as inactive or inconclusive. Unless noted, on the % scale 0 is the no-effect control and ±100 the full control effect. Not all compounds are listed. The share of hits here may be higher or lower than overall.

`O=S(=O)(N[C@H]1CO[C@H]2[C@@H]1OC[C@@H]2n1cc(-c2ccccn2)nn1)c1cccc2cccnc12` gave SNCA viab count -17.1%, FLuc inh 3.6%, IP6K1 inh -2.4, SNCA expr inh 4.5%, GPT2 inhibitor inactive, HEK cytotox inconclusive and 3T3 cytotox inconclusive.
O=C(C1CCC1)N1CCC2(CC1)CC(N(Cc1ccccc1)C1CC1)CCO2 (stereo not given) was read as SNCA viab count 1.2%, FLuc inh -5.0%, IP6K1 inh -7.7, SNCA expr inh 5.6%, GPT2 inhibitor inactive, HEK cytotox inconclusive and 3T3 cytotox inconclusive.
For O=C(NCCc1ccccc1)c1ccc(N2CC3CC(C2)[C@H]2CCCC(=O)N2C3)nc1 (stereo not given in full) the results were SNCA viab count -0.6%, FLuc inh 6.5%, IP6K1 inh -0.3, SNCA expr inh 18.6%, GPT2 inhibitor -7.1%, HEK cytotox -8.8% and 3T3 cytotox -18.1%.
Screening COc1ccc(CNC(=O)C[C@@H]2CCNC[C@@H]2Cc2cc(CC3CCCCC3)on2)cc1 returned SNCA viab count -7.4%, FLuc inh 0.8%, IP6K1 inh 9.7, SNCA expr inh -11.7%, GPT2 inhibitor inconclusive, HEK cytotox 28.2µM* and 3T3 cytotox 28.2µM*.
`CCS(=O)(=O)N(C1CC1)C1CCOC2(CCN(C(=O)Cc3cccc(F)c3)CC2)C1` (stereo not given) gave SNCA viab count 4.5%, FLuc inh -3.2%, IP6K1 inh 12.2, SNCA expr inh inconclusive, GPT2 inhibitor 1.1%, HEK cytotox inconclusive and 3T3 cytotox -24.4%.
CC(=O)NC(CO)C(=O)N1CCc2c(nc(-c3cccnc3)nc2N(C)C)C1 (stereo not given) was read as SNCA viab count 4.7%, FLuc inh -0.3%, IP6K1 inh 4.1, SNCA expr inh -8.2%, GPT2 inhibitor 1.9%, HEK cytotox -0.1% and 3T3 cytotox 4.4%.
Cc1cc(C)cc(NC(=O)Cn2c(=O)c3ccccc3n3nncc23)c1 was read as SNCA viab count -11.4%, IP6K1 inh 3.3 and SNCA expr inh -15.0%.
`COc1ccc(NC(=O)c2cc3c(N4CCSCC4)nc(C)cn3n2)c(OC)c1` gave SNCA viab count 7.7%, FLuc inh -5.6%, IP6K1 inh 1.6, SNCA expr inh 6.5%, GPT2 inhibitor inactive, HEK cytotox 14.6% and 3T3 cytotox inactive.
Screening Cc1cc2oc(=O)cc(C)c2c2occ(-c3ccc(Cl)cc3)c12 returned SNCA viab count 2.5%, IP6K1 inh 2.7 and SNCA expr inh -8.0%.
CCOC(=O)C1CCN(S(=O)(=O)c2cc(Br)cc3c2N(C(=O)CC)CC3)CC1 was read as SNCA viab count inconclusive, IP6K1 inh -8.0 and SNCA expr inh -18.4%.
`O=C1CO[C@H]2CN(Cc3ccc(C(F)(F)F)cc3)C[C@H]2N1` gave SNCA viab count -0.8%[87.6 µM], FLuc inh -7.3%[172 µM], IP6K1 inh 3.9, SNCA expr inh 1.9%[87.6 µM], GPT2 inhibitor -2.7%[88.5 µM], HEK cytotox inconclusive and 3T3 cytotox 1.1%[174 µM].
CN(Cc1ccccn1)C1CCCc2ccccc21 (stereo not given) was read as SNCA viab count 9.1%[87.6 µM], FLuc inh -2.8%[172 µM], IP6K1 inh -12.6, SNCA expr inh 9.2%[87.6 µM], GPT2 inhibitor 1.1%[88.5 µM], HEK cytotox -24.4%[172 µM] and 3T3 cytotox -19.7%[138 µM].
`CCc1ccc(S(=O)(=O)c2nnn3c2nc(NCc2cccs2)c2sccc23)cc1` gave SNCA viab count 4.6%, IP6K1 inh -11.2 and SNCA expr inh 10.6%.
Screening Fc1ccccc1OCC1CCCN(c2nccc(-c3cccnc3)n2)C1 (stereo not given) returned SNCA viab count 3.6%, FLuc inh -5.9%, IP6K1 inh 0.5, SNCA expr inh -9.1%, GPT2 inhibitor inconclusive, HEK cytotox inconclusive and 3T3 cytotox 79.4µM*.
For O=C1CO[C@H]2CCN(Cc3ccccc3O)CC[C@@H]2N1c1ccccc1 the results were SNCA viab count 5.2%[87.6 µM], FLuc inh -0.1%[172 µM], IP6K1 inh -2.6, SNCA expr inh 5.2%[87.6 µM], GPT2 inhibitor inactive, HEK cytotox -19.7%[172 µM] and 3T3 cytotox inconclusive.
For CCn1cc(-c2cc3c(cn2)CN(Cc2cccnc2)CCN3)cn1 the results were SNCA viab count -2.0%[87.6 µM], FLuc inh 63.1µM*, IP6K1 inh -12.6, SNCA expr inh 141.9%[activator][87.6 µM], GPT2 inhibitor 2.8%[88.5 µM], HEK cytotox inconclusive and 3T3 cytotox 1.9%[138 µM].
CC(=O)Nc1ccccc1-c1c(C)nn2c1N(Cc1ccccc1)CCC2 was read as SNCA viab count 4.8%[87.6 µM], FLuc inh -3.7%[172 µM], IP6K1 inh 21.1, SNCA expr inh 3.3%[87.6 µM], GPT2 inhibitor inactive, HEK cytotox inconclusive and 3T3 cytotox inconclusive.
O=C(Cn1nc2c(cc1=O)CCCCC2)N[C@@H](C(=O)O)c1ccccc1 was read as SNCA viab count -2.4%, FLuc inh 9.6%, IP6K1 inh -6.2, SNCA expr inh -22.6%, GPT2 inhibitor -9.1%, HEK cytotox 6.2% and 3T3 cytotox 1.8%.
C=C(C)CNc1ccc(C(=O)NCCC2CCCCN2C)cn1 (stereo not given) was read as SNCA viab count -5.0%, FLuc inh 3.6%, IP6K1 inh 2.8, SNCA expr inh -12.4%, GPT2 inhibitor -0.3%, HEK cytotox -4.8% and 3T3 cytotox -1.3%.
`COCCNC(=O)c1ccc2c(c1)C1(CCN(C)C1)CN2Cc1csc(C)n1` (stereo not given) gave SNCA viab count 5.4%[87.6 µM], FLuc inh 9.3%[172 µM], IP6K1 inh 3.9, SNCA expr inh -7.1%[87.6 µM], GPT2 inhibitor -28.8%[88.5 µM], HEK cytotox -12.9%[172 µM] and 3T3 cytotox inconclusive.
`Cc1ccc(NC(=O)CN(c2ccccc2)S(=O)(=O)N(C)C)cc1Cl` gave SNCA viab count -8.3%, IP6K1 inh 9.4 and SNCA expr inh -29.3%.
COCc1noc([C@@H]2CN(S(=O)(=O)Cc3cccc(F)c3)C[C@H]2C(N)=O)n1 was read as SNCA viab count 1.0%, FLuc inh 4.6%, IP6K1 inh 5.0, SNCA expr inh 5.6%, GPT2 inhibitor -6.8%, HEK cytotox inactive and 3T3 cytotox inactive.
For Cc1noc(C)c1CC(=O)N1CCCn2ccnc2C1c1ccccc1 (stereo not given) the results were SNCA viab count 0.2%, FLuc inh 0.1%, IP6K1 inh -0.1, SNCA expr inh -18.6%, GPT2 inhibitor -6.6%, HEK cytotox -6.5% and 3T3 cytotox inactive.
For O=c1cc(-c2cccnc2)oc2c(NCCc3ccccn3)nccc12 the results were SNCA viab count -2.6%[87.6 µM], FLuc inh inconclusive, IP6K1 inh -9.0, SNCA expr inh 17.4%[87.6 µM], GPT2 inhibitor 1.1%[88.5 µM], HEK cytotox inconclusive and 3T3 cytotox 35.5µM*.
Screening O=C(NC1CCCCC1)N1Cc2[nH]cnc2C[C@H]1c1nc(-c2ccncc2)no1 returned SNCA viab count -14.0%[87.6 µM], FLuc inh -13.8%[172 µM], IP6K1 inh -13.9, SNCA expr inh 35.4%[activator][87.6 µM], GPT2 inhibitor inactive, HEK cytotox -1.4%[172 µM] and 3T3 cytotox -11.1%[174 µM].
For COc1ccc(NC(=O)Cn2nc3n(c2=O)CCCCC3)cc1OC the results were SNCA viab count -0.3%, FLuc inh -1.2%, IP6K1 inh 5.6, SNCA expr inh -17.4%, GPT2 inhibitor -2.6%, HEK cytotox 10.5% and 3T3 cytotox inactive.
`COc1ccc(-c2nn(-c3ccccc3C)cc2CN2CCN(C)C(=O)[C@@H]2C)cc1F` gave SNCA viab count -20.4%, FLuc inh 3.1%, IP6K1 inh 3.2, SNCA expr inh -25.3%, GPT2 inhibitor inconclusive, HEK cytotox inconclusive and 3T3 cytotox -18.8%.
Screening CNC(=O)[C@@H](c1ccccc1F)N1CCC[C@H]1C(=O)NC1CC1 returned SNCA viab count 3.1%[87.6 µM], FLuc inh 8.4%[172 µM], IP6K1 inh 0.8, SNCA expr inh 5.1%[87.6 µM], GPT2 inhibitor 1.6%[88.5 µM], HEK cytotox -10.0%[172 µM] and 3T3 cytotox -8.1%[138 µM].
Screening CCOC(=O)N1CCC2(CC1)OC(=O)C(C)=C2C(=O)NCc1ccc(C)cc1 returned SNCA viab count -2.2%, IP6K1 inh -11.7 and SNCA expr inh 14.0%.
Screening CC(C)CNC(=O)c1ccc2c(c1)C1(CCN(C)C1)CN2CC1CCOCC1 (stereo not given) returned SNCA viab count 13.1%[87.6 µM], FLuc inh 4.5%[172 µM], IP6K1 inh -10.7, SNCA expr inh -5.2%[87.6 µM], GPT2 inhibitor inactive, HEK cytotox inconclusive and 3T3 cytotox inconclusive.
O=c1cc(-c2ccncc2)oc2c(-c3ccccc3Oc3ccccc3)nccc12 was read as SNCA viab count -17.3%[87.6 µM], FLuc inh 5.4%[172 µM], IP6K1 inh -16.2, SNCA expr inh 50.5%[activator][87.6 µM], GPT2 inhibitor 2.8%[88.5 µM], HEK cytotox inconclusive and 3T3 cytotox inconclusive.
COc1cccc(CN2C(=O)c3ccccc3C2C(=O)NCCc2ccccc2)c1 (stereo not given) was read as SNCA viab count -15.4%, IP6K1 inh -0.7 and SNCA expr inh -6.6%.
Screening Cc1ccc(CC(=O)Nc2ccc(-c3nnc4n3CCCC4)cc2)cc1 returned SNCA viab count 9.7%, FLuc inh -2.3%, IP6K1 inh 16.6, SNCA expr inh 19.6%, GPT2 inhibitor 1.4%, HEK cytotox 8.0% and 3T3 cytotox 1.9%.
Screening Cc1ccc(C)c(C(=O)N2CCCC(n3cc(-c4nc(C(C)C)no4)nn3)C2)c1 (stereo not given) returned SNCA viab count -6.0%, FLuc inh -9.5%, IP6K1 inh 10.9, SNCA expr inh -28.1%, GPT2 inhibitor 2.5%, HEK cytotox inconclusive and 3T3 cytotox -11.5%.
`OC(c1cccc(C(F)(F)F)c1)c1nc(Nc2ccc(F)cc2F)n[nH]1` (stereo not given) gave SNCA viab count -20.9%[87.6 µM], FLuc inh 4.6%[172 µM], IP6K1 inh -3.0, SNCA expr inh inconclusive, GPT2 inhibitor 3.1%[88.5 µM], HEK cytotox 79.4µM* and 3T3 cytotox 70.8µM*.
For Cc1ccc(CCNC(=O)CCS(=O)(=O)c2cc3c(cc2C)NC(=O)CO3)cc1 the results were SNCA viab count 7.2%, IP6K1 inh 5.5 and SNCA expr inh 2.8%.

Compound activity as filed in PubChem BioAssay.
